Screening results (PubChem)
Bcl-2 Bim block – inhibitors of Bim-Bcl-2 binding, primary screen, biochemical, multiplexed, human Bcl-2 family | Apoptosis regulator Bcl-2 (Homo sapiens), P10415 | Bead-based flow cytometry, Bim peptide-Bcl-2 binding | inhibition, % at 10 µM | 0.06% of 190,000 active | AID 950, 2007; in the data active = inhibition above about 40%; inconclusive = no clear call, values can overlap the other calls;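 also: 0% = no compound wells with probe peptide and 100% = reference peptide inhibitor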
Target sequence (P10415 whole entry, looked up): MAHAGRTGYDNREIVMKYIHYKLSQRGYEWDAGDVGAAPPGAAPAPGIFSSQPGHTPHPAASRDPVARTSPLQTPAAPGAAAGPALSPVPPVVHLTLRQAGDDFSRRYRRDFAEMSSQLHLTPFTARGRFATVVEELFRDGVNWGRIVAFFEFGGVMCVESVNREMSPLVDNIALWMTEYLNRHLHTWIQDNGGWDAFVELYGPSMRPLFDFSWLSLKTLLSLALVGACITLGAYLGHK
Bcl-B Bim block – inhibitors of Bim-Bcl-B binding, primary screen, biochemical, multiplexed, human Bcl-2 family; bead-based flow cytometry, Bim peptide-Bcl-B binding; inhibition, % at 10 µM; 0.073% of 190,000 active;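 also: 0% = tracer peptide without compound and 100% = reference inhibitor peptide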
Target sequence (Q9HD36 whole entry, looked up): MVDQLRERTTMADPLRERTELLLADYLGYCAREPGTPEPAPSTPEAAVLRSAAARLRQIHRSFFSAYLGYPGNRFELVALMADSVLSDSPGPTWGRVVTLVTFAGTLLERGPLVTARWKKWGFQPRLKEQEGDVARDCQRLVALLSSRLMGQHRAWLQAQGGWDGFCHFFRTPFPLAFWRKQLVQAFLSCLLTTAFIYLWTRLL
RGS7-Gao – RGS7-Galphao binding modulators, primary screen, biochemical, multiplexed bead flow cytometry; Guanine nucleotide-binding protein G(o) subunit alpha (Homo sapiens), P09471; actives lie on both sides; binding response (% of control), % at 10 µM; 0.35% of 220,000 active; in the data active = binding response below about 49% or above about 150%; inconclusive = no clear call, values can overlap the other calls; inactive = in between;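 also: fluorescent Galphao held in activated GDP-AlF4 state binding bead-coupled RGS7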
Mcl-1 Bim block – inhibitors of Bim peptide binding to Mcl-1, primary screen, biochemical, bead-based flow cytometry, multiplex; 0.1% of 190,000 active; inhibition, % at 10 µM; Induced myeloid leukemia cell differentiation protein Mcl-1 (Homo sapiens), Q07820; Bim peptide-Mcl-1 binding;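 also: 0% = no compound tracer wells and 100% = peptide blocker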
Mcl1-Noxa inh – Mcl-1/Noxa binding inhibitors, primary screen, biochemical, TR-FRET, 1536-well. inhibition, % at 21.7 µM. 1.5% of 220,000 active. TR-FRET Mcl-1/Noxa peptide binding, 2 h;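 active = compounds that cut the protein-peptide binding signal by more than 50% relative to plate controls in a single-dose test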;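 also: His-tagged Mcl-1 with rhodamine Noxa BH3 peptide and terbium anti-His antibody; 0% = Mcl-1 plus Noxa peptide wells and 100% = peptide-only wells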
Bcl-W Bim block – inhibitors of Bim binding to Bcl-W, primary screen, biochemical, multiplexed, bead-based flow cytometry; inhibition, % at 10 µM; Bim peptide-Bcl-W binding; 0.02% of 190,000 active; AID 952, 2007;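 also: 0% = bound tracer without compound and 100% = peptide blocker; higher means less fluorescent Bim peptide bound to Bcl-W beads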
Target sequence (Q92843 whole entry, looked up): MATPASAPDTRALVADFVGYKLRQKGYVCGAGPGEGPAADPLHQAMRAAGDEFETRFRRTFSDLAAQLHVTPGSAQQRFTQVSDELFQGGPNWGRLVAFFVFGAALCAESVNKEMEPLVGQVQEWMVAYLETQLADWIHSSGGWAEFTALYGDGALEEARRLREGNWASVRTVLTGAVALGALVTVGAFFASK
Mcl1 Bid PPI – Mcl-1/Bid binding inhibitors, primary screen, biochemical, TR-FRET, 1536-well. TR-FRET Mcl-1/Bid-Dy647 peptide binding. inhibition, % at 21.7 µM. 0.97% of 220,000 active;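 active = compounds that cut the binding signal by more than half at the single screening dose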;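 also: His-tagged Mcl-1 with europium anti-His antibody binding Bid BH3 peptide; 0% = Mcl-1 plus peptide wells and 100% = peptide-only wells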
Bim-Bcl-XL – inhibitors of Bim-Bcl-XL binding, primary screen, biochemical, multiplexed, bead flow cytometry, human Bcl-XL. Bcl-2-like protein 1 (Homo sapiens), Q07817. Bim peptide-Bcl-XL binding, fluorescence. inhibition, % at 10 µM. 0.04% of 190,000 active
Target sequence (Q07817 whole entry, looked up): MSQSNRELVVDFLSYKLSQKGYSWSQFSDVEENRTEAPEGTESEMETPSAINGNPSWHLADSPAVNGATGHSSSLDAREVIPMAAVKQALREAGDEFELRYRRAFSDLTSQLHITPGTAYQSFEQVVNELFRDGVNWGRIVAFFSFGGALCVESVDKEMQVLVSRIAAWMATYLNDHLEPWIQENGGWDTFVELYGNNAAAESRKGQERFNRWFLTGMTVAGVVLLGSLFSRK
RGS4-Gao reg – modulators of RGS4 binding to Galphao, primary screen, biochemical, multiplexed bead flow cytometry | binding response (% of control), % at 10 µM | 0.33% of 220,000 active | Guanine nucleotide-binding protein G(o) subunit alpha (Homo sapiens), P09471 | actives lie on both sides | AID 1415, 2008; in the data active = binding response below about 49% or above about 150%; inactive = in between;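 also: fluorescent Galphao activated with aluminum fluoride binding bead-coupled RGS4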
Bfl-1 Bim block – inhibitors of Bim binding to Bfl-1, primary screen, biochemical, multiplexed, bead-based flow cytometry; Bim-Bfl-1 binding inhibition; Bcl-2-related protein A1 (Homo sapiens), Q16548; inhibition, % at 10 µM; 0.12% of 190,000 active; AID 1008, 2008;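 also: 0% = wells without compound plus tracer and 100% = blocker peptide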
RGS8-Gao – RGS8-Galphao binding modulators, primary screen, biochemical, multiplexed bead flow cytometry; Guanine nucleotide-binding protein G(o) subunit alpha (Homo sapiens), P09471; actives lie on both sides; response (percent of control binding), % at 10 µM; 0.34% of 220,000 active; in the data active = response below about 60% or above about 140%; inactive = in between;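 also: Galphao activated as the GDP aluminium fluoride complex binding bead-coupled RGS8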
Numbers without * were called inactive; ? = inconclusive; . = not tested or not shown. Rule as the data show it, unless noted: active = inhibition above about 40%.

SMILES | Bcl-2 Bim block | Bcl-B Bim block | RGS7-Gao | Mcl-1 Bim block | Mcl1-Noxa inh | Bcl-W Bim block | Mcl1 Bid PPI | Bim-Bcl-XL | RGS4-Gao reg | Bfl-1 Bim block | RGS8-Gao
CC(C)Oc1ccc(C(=O)NNC(=O)c2ccccc2C(=O)O)cc1 | -14 | -11 | 98 | -4 | 4 | -6 | 2 | -11 | 101 | -15 | 102
O=C(CSc1nnc(Cn2c(=O)sc3ccccc32)n1-c1ccccc1)NCC1CCCO1 (centres undefined) | 4 | 1 | 102 | -1 | -18 | 0 | -18 | -1 | 100 | 1 | 101
O=C(OCc1nc(-c2ccccc2)oc1COC(=O)c1ccco1)c1ccco1 | -5 | -13 | 93 | -6 | 2 | 0 | -11 | -9 | 93 | -18 | 97
O=C(Nc1cc(Sc2nc3ccccc3s2)cc([N+](=O)[O-])c1)c1cccc(F)c1F | -8 | -6 | 101 | 0 | 7 | -2 | 4 | -5 | 105 | -16 | 103
CCOC(=O)c1ccc(NC(=O)Nc2ccccn2)cc1 | -1 | -5 | 99 | -4 | 8 | -3 | -16 | -4 | 100 | -7 | 102
COc1cc(NC(=O)c2cc(C)on2)cc(C(=O)Nc2cccc(C(F)(F)F)c2)c1 | . | . | ? | . | 6 | . | -2 | . | 100 | . | 100
CC(C)c1ccccc1OCCNS(C)(=O)=O | 1 | -2 | 95 | 0 | 8 | 0 | -1 | 1 | 93 | -1 | 98
OCCC1CN(Cc2cn[nH]c2C2CCCCC2)CCN1C1CCCC1 (centres undefined) | -4 | -5 | 93 | 0 | 17 | -1 | -41 | -1 | 96 | -7 | 97
N=c1c2c(ncn1CCN1CCOCC1)Oc1ccc3ccccc3c1C2c1ccccc1 (centres undefined) | 4 | 1 | 107 | 0 | 20 | -5 | -16 | -2 | 108 | 3 | 111
CCCN1Cc2cccc(C(N)=O)c2C1=O | -4 | 0 | 97 | 1 | 6 | -1 | -21 | -5 | 99 | 0 | 101
C=CCN1C(C(=O)c2ccccc2)=C(OC(=O)COc2ccccc2)c2ccccc2S1(=O)=O | 3 | 4 | 99 | 0 | 0 | 1 | 0 | 0 | 101 | 4 | 101
O=C(NNc1nc(-c2ccccc2)cs1)c1cccs1 | . | . | ? | . | -1 | . | -34 | . | 102 | . | 103
COc1ccc2[nH]c(=O)c(CN(Cc3cccs3)S(=O)(=O)c3cccc4nsnc34)cc2c1 | -6 | -3 | 96 | 2 | 0 | 1 | -36 | 0 | 99 | -6 | 97
COc1cc(NC(=S)NCc2ccco2)c(OC)cc1Cl | -2 | -11 | 101 | -1 | 7 | -1 | -39 | -6 | 101 | -1 | 100
Nn1c(Cc2cccc3ccccc23)nnc1SCc1ccccc1Cl | 0 | -12 | 104 | -4 | 23 | -2 | -2 | -9 | 101 | 0 | 98
O=C(O)/C=C/C(=O)Nc1ccccc1-c1ccccc1NC(=O)/C=C/C(=O)O | -1 | -8 | 95 | -4 | 46 | -6 | -9 | -9 | 97 | -12 | 96
O=C(c1ccc2c(c1)C(=O)N(Cc1ccco1)C2O)N1CCOCC1 (centres undefined) | -4 | -4 | 97 | -1 | 13 | 1 | -28 | -7 | 95 | -11 | 96
CC12CC(NC(=O)N1Cc1ccccc1)c1ccccc1O2 (centres undefined) | -9 | -8 | 103 | -2 | 7 | 4 | -19 | -2 | 105 | -10 | 105
CCOC(=O)Cc1csc(NC(=O)CCCC(=O)O)n1 | . | . | ? | . | -12 | . | -15 | . | 103 | . | 101
Nc1cnn(Cc2ccc(F)cc2)c1 | -3 | -2 | ? | 0 | 1 | 0 | -34 | 0 | 92 | -4 | 95
C[C@]12CCC(=O)C=C1CC[C@@H]1[C@@H]2[C@@H](O)C[C@@]2(C)[C@H]1CC[C@]2(O)C(=O)CO | -3 | -6 | 102 | -1 | -6 | -3 | -9 | -5 | 105 | -2 | 102
O=S(=O)(NCc1cc(-c2ccc(Cl)cc2)no1)c1ccc(Cl)cc1 | -6 | -4 | 101 | 0 | 11 | 1 | -32 | -5 | 99 | -13 | 104
Cc1cc(C)nc(NC2=NCC(=O)N2c2ccc(F)c(Cl)c2)n1 | -9 | -13 | 97 | -8 | . | -5 | -15 | -23 | 99 | -17 | 100
CCC(C)(C)NC(=O)C1CCN(c2nc(C)cc(C)n2)CC1 | -8 | -9 | 106 | -4 | 3 | -3 | 0 | -8 | 107 | -14 | 103
Cc1cc(C)c2c(-n3cccc3)c(NC(=O)OCc3ccccc3)sc2n1 | -10 | -10 | 105 | -1 | 3 | 0 | -5 | 0 | 105 | -15 | 100

Of the compounds above, three contain a thiophene ring, fused or not:
SMILES | Bcl-2 Bim block | Bcl-B Bim block | RGS7-Gao | Mcl-1 Bim block | Mcl1-Noxa inh | Bcl-W Bim block | Mcl1 Bid PPI | Bim-Bcl-XL | RGS4-Gao reg | Bfl-1 Bim block | RGS8-Gao
O=C(NNc1nc(-c2ccccc2)cs1)c1cccs1 | . | . | ? | . | -1 | . | -34 | . | 102 | . | 103
COc1ccc2[nH]c(=O)c(CN(Cc3cccs3)S(=O)(=O)c3cccc4nsnc34)cc2c1 | -6 | -3 | 96 | 2 | 0 | 1 | -36 | 0 | 99 | -6 | 97
Cc1cc(C)c2c(-n3cccc3)c(NC(=O)OCc3ccccc3)sc2n1 | -10 | -10 | 105 | -1 | 3 | 0 | -5 | 0 | 105 | -15 | 100

Additional records follow.
SMILES | Bcl-2 Bim block | Bcl-B Bim block | RGS7-Gao | Mcl-1 Bim block | Mcl1-Noxa inh | Bcl-W Bim block | Mcl1 Bid PPI | Bim-Bcl-XL | RGS4-Gao reg | Bfl-1 Bim block | RGS8-Gao
CC(=O)NCN1CCN(CNC(C)=O)CC1 | 0 | -2 | 101 | 4 | 4 | 4 | 12 | -1 | 99 | -13 | 98
CCOc1ccc(OCC(=O)OCn2c(SC)nnc(C)c2=O)cc1 | 8 | 8 | 100 | 7 | -1 | 7 | -10 | 12 | 102 | 18 | 130
Cc1nnc2n(c1=O)N=C(c1ccc(Cl)cc1)CS2 | -1 | -5 | 98 | -2 | 5 | -2 | -25 | -7 | 100 | 1 | 99
Cc1ccc(Nc2nc3ccccc3c(=O)s2)cc1C | -3 | -12 | 93 | -5 | 15 | -5 | -74 | -5 | 98 | 2 | 98
Cn1c(NC(=O)c2ccc(F)cc2)c(-c2cccs2)c(=O)c2ccccc21 | . | . | ? | . | 16 | . | -11 | . | 103 | . | 99
CCOc1ccc(N2C(=O)/C(=C\c3ccccc3OC)S(=O)(=O)C2c2cccc([N+](=O)[O-])c2)cc1 (centres undefined) | -2 | -7 | 94 | -3 | -16 | -4 | -1 | -6 | 90 | -4 | 93
COc1ccccc1NC(=O)c1oc2ccccc2c1NC(=O)c1ccco1 | -11 | -6 | 96 | -5 | 11 | 0 | -28 | -9 | 99 | -15 | 99
Brc1cccc(CNc2nc3ccccc3n2CCN2CCOCC2)c1 | 0 | -2 | ? | -3 | 6 | 0 | -33 | 0 | 98 | 0 | 99
COc1ccc(C(=O)CSc2nnn(-c3cccc(NC(C)=O)c3)n2)cc1 | . | . | ? | . | 14 | . | -4 | . | 95 | . | 100
COc1ccc(NC(=O)C2CCCN2S(=O)(=O)c2ccc3c(c2)CCC(=O)N3)cc1Cl (centres undefined) | -11 | -9 | 96 | -2 | -1 | 0 | -13 | -5 | 98 | -15 | 99
CN(C)CCCNC(=O)CC(c1ccc(F)cc1)c1ccco1 (centres undefined) | -2 | -4 | 107 | 3 | 3 | 0 | -23 | 0 | 110 | -3 | 111
Cc1ccc(S(=O)(=O)NCCC(=O)Nc2ccc(C)c(Cl)c2)cc1C | -4 | -6 | 108 | -7 | 20 | -4 | -15 | -6 | 110 | -3 | 110
COc1ccc(C)cc1N(C(=O)c1ccccc1F)c1nc2ccccc2s1 | 7 | 3 | 101 | 3 | -8 | 3 | -5 | 5 | 102 | 8 | 94
COC(=O)c1cc2ccccn2c2c(C(=O)OC)c(C(=O)OC)cc1-2 | -4 | 2 | 101 | 5 | 22 | 9 | -73 | -6 | 100 | -12 | 101
CCc1cc2c3c(c1)C(C)CC(C)(C)N3C(=O)C2=O (centres undefined) | -1 | -1 | 102 | 4 | 2 | 1 | -3 | 1 | 100 | -14 | 100
O=C(O)C1CCCCC1C(=O)Nc1ccccc1F (centres undefined) | -7 | -6 | 100 | 0 | 8 | 0 | 1 | -1 | 100 | -9 | 103
CC(=O)NC1C(c2nc3ccccc3s2)=C(c2ccccc2)C(=O)N1c1ccc(C)cc1 (centres undefined) | -5 | -6 | 96 | -1 | -16 | 1 | -35 | -4 | 99 | -4 | 104
COc1ccc(-c2nc(-c3ccncc3)no2)cc1OC | 1 | 1 | 101 | 0 | 19 | 0 | -41 | -1 | 95 | -3 | 98
O=S(=O)(c1ccccc1)n1ccc2cccnc21 | -1 | -1 | 101 | 2 | 3 | -1 | -8 | 0 | 99 | -1 | 104
Cc1cc(Nc2ccccc2)nc(N2CCOCC2)n1 | -5 | -11 | 98 | -2 | 9 | 0 | -8 | 1 | 99 | -8 | 101
CCOC(=O)N1CCC(N2Cc3cccc(C(=O)N4CCN(C5CCCCC5)CC4)c3C2=O)CC1 | -3 | -2 | 92 | -5 | -16 | -6 | -18 | -4 | 98 | -5 | 105
N=c1c2c(-c3ccccc3)c(-c3ccccc3)n(Cc3ccccc3)c2ncn1CCO | 0 | -6 | 109 | -3 | 4 | -1 | -15 | 0 | 107 | 0 | 107
CS(=O)(=O)n1nc(-c2ccco2)nc1N | 2 | 1 | 101 | 6 | 1 | 5 | -39 | 2 | 105 | 1 | 99
CCCSc1nc2c(c(=O)[nH]c(=O)n2C)n1CC(O)COc1ccccc1 (centres undefined) | . | . | ? | . | 1 | . | -7 | . | 96 | . | 99
COc1ccc(Cl)cc1NC(=S)Nc1ccccc1F | 0 | -4 | 103 | -1 | 2 | 0 | -38 | -3 | 100 | -4 | 102
OCCC1CN(Cc2cnc(N3CCOCC3)s2)CCN1C1CCCC1 (centres undefined) | -4 | -10 | 95 | -1 | 11 | 0 | -42 | -3 | 98 | -5 | 99
CCOC(=O)CN1NC2(CCCCC2)NC1=S | -12 | -14 | 95 | -5 | 20 | -1 | 21 | -8 | 94 | -20 | 96
c1ccc(COC2CCCN(Cc3nc(-c4cnccn4)no3)C2)nc1 (centres undefined) | -6 | -6 | 96 | 0 | -5 | -4 | -56 | -3 | 97 | -8 | 101
CCCCC(=O)Nc1ccc(C(=O)Nc2ccc(S(=O)(=O)Nc3nccc(C)n3)cc2)cc1 | -2 | -5 | 91 | 2 | 16 | -3 | -22 | -7 | 90 | 0 | 92
CC1(C)SC2C(NC(=O)COc3ccccc3)C(=O)N2C1C(=O)O (centres undefined) | -2 | 2 | 103 | 0 | 8 | 0 | -22 | -2 | 101 | -7 | 101
